Screening results: PubChem BioAssay, Broad Institute
miR-122 sensor – inhibitors of miR-122 in Huh7 cells; activation (reporter increase), % at 12.5 µM; hit rate 0.3% among 340,000; Huh7 miR-122 Renilla luciferase sensor, 48 h; neutral wells = 0, positive control = 100; AID 602342;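 active means mean replicate activation score at least 90 and every replicate individually at or above 90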;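 further: higher luciferase means less miR-122 activity so hits act as miR-122 inhibitors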
C2C12 statin – suppressors of simvastatin-induced myotoxicity in C2C12 myotubes | ATP luminescence, 48 h; scaled: DMSO 0, geranylgeraniol control 100 | rescue of ATP level, % at 7.49 µM | hit rate 0.78% among 330,000 | AID 602340;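 active means mean ATP rescue above about 67%, or every replicate alone reaching that limit, limit read from the data, passing the limit was not always enough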;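 further: myotubes were challenged with 10 µM simvastatin during compound exposure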
PglD inh – PglD (C. jejuni) enzyme inhibition | purified PglD enzyme, DTNB colorimetric CoA detection | inhibition, % at 12.5 µM | hit rate 0.098% among 360,000; in the data active means inhibition above about 16%, passing the limit was not always enough; further: strong numbers were not always called active
INS-1E GSIS act – GLuc luminescence reporter in INS-1E cells, primary screen for activators of glucose-dependent secretion of insulin; INS-1E GLuc reporter insulin secretion, 2-3 h; activation, % at 16.6 µM; hit rate 0.61% among 370,000;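 active means lowest replicate activation of at least 40%, so every replicate reaches that level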;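 further: 0% = median of neutral control wells and 100% = median of IBMX positive control wells; some compounds called inactive have numbers as strong as hits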
F508del corr – CFTR F508del correction in bronchial cells; CFBE cells, YFP halide quenching; stimulated with forskolin plus potentiator P3; % fluorescence drop versus neutral controls; activity (quench increase), % at 7.58 µM; hit rate 0.36% among 350,000; AID 720511;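 active means mean added fluorescence quench of at least 8% versus neutral control, with both replicates also reaching 8%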;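 further: cells transiently co-express mutant CFTR-F508del with the halide-sensitive YFP; corrector assay measuring rescue of mutant channel to the surface after 24 h compound exposure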
Cneo AK release – Cryptococcus neoformans lysis via adenylate kinase release; C. neoformans lysis, adenylate kinase release luminescence, 4 h; normalised: neutral wells 0, clomiphene wells 100; lysis activity, % at 15 µM; hit rate 0.2% among 360,000;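 active means mean lysis activity across replicates of at least 80%, whatever share of replicates individually reach that level; inactive means mean lysis activity below 80%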
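Material: C. neoformans cells; Schedule: 4 h static compound exposure, 37 °C, read 1 h post-reagent; Measured by: adenylate kinase release luminescence; Read-out: signal increase indicating cell lysis; Controls: Clomiphene as positive lysis control.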
FN deposit inh – fibronectin deposition inhibition; AH1F fibroblasts, Alexa488-fibronectin deposition fluorescence, overnight; inhibition, % at 12.6 µM; hit rate 0.086% among 350,000; AID 743247;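 active means mean inhibition across replicates of 30% or more, regardless of how many single replicates reach that level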;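 further: positive control wells lacked labelled fibronectin entirely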
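Assay system: AH1F fibroblasts assembling fluorescent fibronectin matrix; Amount: 10000 AH1F cells per well; Buffer or medium: DMEM, 2% serum; Probe or stimulus: Alexa488-fibronectin, 24 nM final in well; Doses: single compound dose, delivered by pin transfer; Incubation: 1 h adhesion, overnight exposure; Measured by: fluorescence 485/525 nm; Read-out: fibronectin deposition inhibition.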
PGC1a acetyl inh – PGC1a acetylation modulation, inhibitor mode. U2OS PGC1a acetylation, AlphaScreen anti-acetyl-lysine; with virally co-expressed GCN5 acetyltransferase. inhibition, % at 15.6 µM. hit rate 0.17% among 350,000;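 active means every replicate shows inhibition of at least 40%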;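 further: 0% = neutral control wells and 100% = positive control wells; some results beyond the cut were filed as inactive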
The depositor's hits bear a star; · = no result given; [ ] = dose if it differs, or a comment. Rows were taken by chance. Share with any hit: about 2.1%.

nr	SMILES	Cneo AK release	PGC1a acetyl inh	F508del corr	INS-1E GSIS act	FN deposit inh	C2C12 statin	miR-122 sensor	PglD inh
1	O=C(Nc1ccc(Cl)c(Cl)c1)N[C@H]1CC[C@@H](CCn2cc(C3CC3)nn2)O[C@H]1CO	-2	-2	-1.1	-17	-5	6	·	3
2	COC(=O)C[C@@H]1CC[C@H](NS(=O)(=O)c2ccccc2F)[C@H](CO)O1	-8	-9	-0.5	20	0	-9	·	-4
3	COCCNC(=O)Cn1ccc2cc(S(=O)(=O)N3CCCCC3)ccc21	2	4	-0.7	13	1	-2	0	2
4	OCCN(CCO)c1ncnc2c1sc1nc(N3CCOCC3)c3c(c12)CCCC3	0	-7	·	·	18*	-17	-4	6
5	CCCSC(=S)NC1CCS(=O)(=O)C1 (stereo not drawn)	1	·	·	·	·	10	-7	5
6	Cc1ccc(Cl)c(OCC(=O)Nc2ccccc2C(=O)NC2CC2)c1	3	·	-1.1	-7	5	1	·	13
7	CCOc1ccc(OCCSc2nc3ccccc3c(=O)[nH]2)cc1	3	7	·	18	6	4	·	-2
8	CC(=O)Nc1ccc(NC(=S)Nc2ccc(F)cc2)cc1	-1	·	0.7	2	-11	4	2	3
9	CCS(=O)(=O)N1CC(=O)N2[C@@H](CO)[C@H](c3ccc(C#CC4CC4)cc3)[C@@H]2C1	·	-4	2.0	2	-5	·	·	·
10	CCN(CC)S(=O)(=O)c1cccc(-c2nnc(SCc3nnc(-c4cccs4)o3)n2N)c1	8	·	·	·	-11	·	6	-1
11	C[C@@H]1CCCCO[C@@H](CN(C)Cc2ccc(C(F)(F)F)cc2)[C@@H](C)CN([C@H](C)CO)C(=O)c2cc(NC(=O)CCCN(C)C)ccc2O1	-1	-1	1.4	10	·	·	4[16.7 µM]	2
12	CCOc1ccccc1NC(=O)Cn1ncc2ccc([N+](=O)[O-])cc21	-4	2	-0.9	-16	0	3	4	-2
13	C=C(C)C(O)COc1c2occc2c(OC)c2ccc(=O)oc12 (stereo not drawn)	-2	-2	-1.3	6	·	6	-10	0
14	CO[C@@H](CN(C)S(=O)(=O)c1ccc(F)cc1)[C@@H](C)CN(Cc1ccccc1Cl)[C@H](C)CO	71	-20	-1.6	-5	-4	-12	·	-2
15	OC(c1ccco1)c1nc(-c2cccs2)cs1 (stereo not drawn)	-1	-3	2.7	4	3	11	0	-4
16	Cc1ccc(NC(=O)NNC(=O)c2cc3ccccc3cc2O)cc1C	-1	·	1.7	5	1	4	·	-7
17	O=C(Nc1ccc(F)cc1)Nc1ccccc1F	-2	·	1.6	-4	·	-11	28	6
18	CCOC(=O)c1cn2nc(-c3ccc(OCC)cc3)cc2nc1C1CCN(C(=O)OC(C)(C)C)CC1	0	2	·	·	0	4	2	3
19	COc1ccc(/C(C)=N/NC(=O)CNC(=O)/C=C\c2ccco2)cc1	-1	1	0.2	2	-12	5	6	2
20	CC12COC3(C(=O)N4CCN(c5ccccn5)CC4)CC1CCC32C (stereo not drawn)	0	-6	-1.8	19	6	·	-5	0

Structures above that have a furan ring, fused or not (three):
nr	SMILES	Cneo AK release	PGC1a acetyl inh	F508del corr	INS-1E GSIS act	FN deposit inh	C2C12 statin	miR-122 sensor	PglD inh
13	C=C(C)C(O)COc1c2occc2c(OC)c2ccc(=O)oc12 (stereo not drawn)	-2	-2	-1.3	6	·	6	-10	0
15	OC(c1ccco1)c1nc(-c2cccs2)cs1 (stereo not drawn)	-1	-3	2.7	4	3	11	0	-4
19	COc1ccc(/C(C)=N/NC(=O)CNC(=O)/C=C\c2ccco2)cc1	-1	1	0.2	2	-12	5	6	2

Next part.
nr	SMILES	Cneo AK release	PGC1a acetyl inh	F508del corr	INS-1E GSIS act	FN deposit inh	C2C12 statin	miR-122 sensor	PglD inh
21	O=C(O)C1Oc2ccccc2C1c1ccccc1 (stereo not drawn)	-3	-4	0.8	39	-2	7	-6	3
22	COc1ccc(-n2c(C)c3c(C)nnc(C)c3c2C)cc1OC	-1	4	0.3	-15	-1	-5	-5	-8
23	C[C@@H]1CN([C@@H](C)CO)C(=O)Cc2cc(NS(C)(=O)=O)ccc2O[C@@H]1CN(C)Cc1ccc(Cl)c(Cl)c1	-3	0	2.8	-15	·	48	-3[16.7 µM]	5
24	C[C@]12C[C@H](O)[C@@H]3c4ccc(O)cc4CCC3[C@@H]1CCC2=O (stereo partly drawn)	-1	4	-1.7	16	2	3	-1	2
25	C=CCOC(=O)C1=C(C)NC(=O)NC1c1cc2c(cc1Br)OCO2 (stereo not drawn)	1	5	-0.5	4	4	2	-5	1
26	Cc1ccc(S(=O)(=O)CC(=O)c2ccc([N+](=O)[O-])cc2)cc1	-2	-3	2.1	·	-21	2	4	1
27	Cc1c(CNCCc2ccc(Cl)cc2)c(C(=O)O)c(C)n1Cc1ccccc1	·	10	0.4	4	-6	·	·	·
28	O=C(Nc1ccccc1)N1CC(=O)N2[C@@H](CO)[C@H](c3ccc(C#CC4CCCCC4)cc3)[C@@H]2C1	·	3	6.0	-20	-9	·	·	·
29	Cc1ccc(NCC(=O)N2CCN(S(=O)(=O)c3ccccc3)CC2)cc1F	-1	-11	-2.8	-18	6	6	0	10
30	COc1ccc(OC)c(C(c2nnnn2Cc2ccccc2)N2CCC(C(N)=O)CC2)c1 (stereo not drawn)	-2	-7	·	·	·	-1	6	5
31	S=c1nc(-c2ccco2)[nH][nH]1	-5	2	·	·	·	96*	5	-4
32	O=C(Cn1cnc2c(NCc3ccccc3)ncnc21)NCCCc1ccccc1	6	-5	-4.6	-3	8	12	3	3
33	Cc1ccc(S(=O)(=O)NCc2cccc([N+](=O)[O-])c2)cc1	0	·	4.8	-19	-10	·	·	3
34	COc1cc(/C=C/C(=O)N(C)c2ccccc2C(=O)O)cc(OC)c1OC	2	-7	·	·	0	·	4	5
35	COc1ccc(-c2ccc([C@@H]3[C@H](C#N)N(C(=O)c4cccnc4)[C@H]3CO)cc2)cc1	2	8	-0.5	6	-13	5	·	-4
36	COc1ccc(N2CCN(CCCNS(=O)(=O)c3ccc4c(c3)oc(=O)n4C)CC2)cc1	2	·	0.9	·	-11	6	·	-4
37	CC(C)CC#Cc1ccc([C@@H]2[C@@H](CO)N3C(=O)CN(C(=O)NC4CCCC4)C[C@H]23)cc1	·	14	-1.0	-1	-1	·	·	·
38	Cc1ccccc1CN1CCNC(=O)C1CC(=O)NCCN1CCCCC1=O (stereo not drawn)	-2	·	-2.4	13	4	-3	·	-2
39	Nc1ccc2c(c1)C(=O)c1ccccc1C2=O	-7	·	2.3	3	6	-5	-8	-6
40	COc1ccc2c3c(n(C)c2c1)[C@H](CO)N(C(=O)c1ccccn1)CC31CN(C(=O)Cc2ccccc2)C1	·	3	0.8	-6	-10	·	·	·

Single records, as listed above:
COc1ccc(-c2ccc([C@@H]3[C@H](C#N)N(C(=O)c4cccnc4)[C@H]3CO)cc2)cc1 in the list: Cneo AK release: 2; PGC1a acetyl inh: 8; F508del corr: -0.5; INS-1E GSIS act: 6; FN deposit inh: -13; C2C12 statin: 5; miR-122 sensor: ·; PglD inh: -4
COc1ccc2c3c(n(C)c2c1)[C@H](CO)N(C(=O)c1ccccn1)CC31CN(C(=O)Cc2ccccc2)C1 in the list: Cneo AK release: ·; PGC1a acetyl inh: 3; F508del corr: 0.8; INS-1E GSIS act: -6; FN deposit inh: -10; C2C12 statin: ·; miR-122 sensor: ·; PglD inh: ·

Continuation:
nr	SMILES	Cneo AK release	PGC1a acetyl inh	F508del corr	INS-1E GSIS act	FN deposit inh	C2C12 statin	miR-122 sensor	PglD inh
41	Cc1ccc(S(=O)(=O)N(C)C[C@@H]2Oc3ccc(NC(=O)Nc4ccc5c(c4)OCO5)cc3CC(=O)N([C@H](C)CO)C[C@H]2C)cc1	-3	-19	0.1	12	·	-11	-5[16.7 µM]	-4
42	Cc1ccc2c(c1)N(CC(=O)NCC1CCCO1)C(=O)C(C(C)C)O2 (stereo not drawn)	3	·	-0.2	11	4	14	·	1
43	C[C@@H]1CN([C@@H](C)CO)C(=O)c2c(c3ccccc3n2C)-c2ccccc2CO[C@@H]1CN(C)C(=O)c1ccccc1	2	-76	2.5	-13	-16	-6	·	1
44	COc1cc(CC(C#N)(CO)c2nc3ccccc3[nH]2)ccc1OC(F)F (stereo not drawn)	10	-5	-0.2	-10	3	-4	8	2
45	NC(=O)c1ccsc1NC(=O)COC(=O)c1ccccn1	-4	2	0.5	11	4	16	-3	-2
46	COC(=O)C(C)N(C#N)c1nc(C)cc(C)n1 (stereo not drawn)	2	-9	·	-2	2	18	-1	-1
47	CC(=O)NC(CCS(C)(=O)=O)C(=O)Nc1ccc(Oc2ccccc2)cc1 (stereo not drawn)	1	·	-0.3	·	3	2	0	4
48	Cc1ccc(S(=O)(=O)N[C@H]2CC[C@H](CCn3cc(C(C)C)nn3)O[C@@H]2CO)cc1	0	-5	-2.4	12	·	3	·	0
49	Cn1c(=O)c2cc(NC(=O)NCc3ccc(F)cc3)ccc2n1Cc1cccc(C(F)(F)F)c1	-3	0	3.5	-4	0	-2	71	1
50	O=C(CN1C(=O)CSC1=O)Nc1ccc(C(=O)O)cc1	1	1	·	·	·	5	-2	5
51	CC(C)C[C@@H](CNCC(=O)[C@H](CC(C)C)NC(=O)c1[nH]cnc1C(=O)N[C@H](CN)CC(C)C)NC(=O)c1nc[nH]c1C(=O)N[C@@H](Cc1ccccc1)C(=O)O	0	9	2.1	3	0	10	-2	1
52	Cc1cccc(NC(=O)CCC(=O)N/N=C/c2ccc(O)cc2O)c1	-1	-51	0.9	-7	6	7	0	4
53	COc1cc2c(cc1OC)CN(C(=O)C(C)(C)C)CC2	1	5	-0.5	17	·	28	-5	-4
54	COc1ccc(Cl)cc1NC(=O)c1cc(-c2ccccc2)on1	1	7	-3.7	-8	-12	-22	11	-3
55	O=C(O)CCCC(=O)Nc1ccn(-c2ccccc2)n1	0	14	·	·	·	4	-12	-3
56	O=C(N/N=C/c1ccncc1)c1cc(-c2ccc(Br)s2)[nH]n1	-1	-16	-1.4	43*	1	·	0	1
